HepG2 viability = HepG2 cytotoxicity, counter-screen for TGF-b inhibitors. AID 588856. HepG2 CAGA-GFP viability, ATP luminescence, 18 h. Potency, µM (series often up to 46.1 µM), inactives show at the highest dose activity change, negative = cytotoxicity, most hits filed as cytotoxic. hit rate 0.76% among 410,000; also: some results filed as inactive show a strong effect at the top dose
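HepG2 CAGA-GFP cells (1000/well, DMEM with 1% FBS) received compound, then TGF-beta at 500 pg/mL final, and were incubated 18 hours at 37 degrees C. Viability was read by CellTiter-Glo luminescence. Media-only wells were set as complete cell-killing and DMSO as no toxicity.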
Nrf2 inh = inhibitors of Nrf2 signaling. A549 ARE-Fluc reporter, luciferase luminescence, 18-24 h. Potency, µM (doses to about 46 µM), for inactives: at the top dose activity change, negative = inhibition, actives largely listed as inhibitors. AID 504444. hit rate 2.1% among 360,000; also: % is scaled to controls: 0 for no effect and ±100 for the full control effect; nearly all actives have a fitted effect of over 60% in size
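Nrf2 function is reported as luminescence of an ARE-controlled luciferase in A549 cells. Compounds were tested at several concentrations, and a CellTiter-Fluor read on the same wells flagged cytotoxicity.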
MCF10A rereplic = DNA re-replication induction in MCF 10a cells; MCF 10A DNA re-replication, Hoechst nuclear intensity, 48 h; Potency, µM (top dose mostly 46.1 µM), inactives show top-dose activity, positive = re-replication, actives largely listed as activators; hit rate 2.9% among 350,000; also: % of control where 0% means no effect; nearly all actives have a fitted effect of over 50% in size
ATXN2 expr inh = inhibitors of ATXN2 expression; AID 1745845; hit rate 0.72% among 360,000; Potency, µM (top dose mostly 57 µM), for the others: at the top dose activity change, negative = inhibition, usual class: inhibitors; HEK-293 ATXN2-luciferase reporter, luminescence, 24 h; also: % is scaled to controls: 0 for no effect and ±100 for the full control effect; nearly all actives have a fitted effect of over 55% in size
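qHTS (up to 57 uM final) was run with 24 h compound exposure of reporter cells at 37 °C. Each well was multiplexed: SteadyGlo luminescence measured ATXN2-luciferase expression after a fluorogenic Gly-Phe-AFC viability readout (25 uM final).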
Nrf2 activator = activators of Nrf2 (ARE) signaling. Potency, µM (titrated, usually from 46.1 µM), for the others: top-dose activation, usual class: activators. AREc32 ARE-luciferase reporter (MCF7-derived line), luminescence, 24 h. AID 624171. hit rate 0.31% among 410,000; also: % of control where 0% means no effect; nearly all actives have a fitted effect of over 65% in size
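Nrf2 activation is followed as ARE-luciferase induction in the AREc32 line after one day of compound treatment; luminescence is read with Steady-Glo.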
A549 viability = kills or reduces viability of A549 cells in Nrf2 counter-screen. hit rate 0.16% among 390,000. AID 504648. A549 ARE-Fluc cells, CellTiter-Fluor viability, 18-24 h. Potency, µM (titrated, usually from 46 µM), for the others: at the top dose activity change, negative = cytotoxicity, most hits filed as inhibitors; also: % is scaled to controls: 0 for no effect and ±100 for the full control effect
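A549 ARE_Fluc cells in 5% FBS OPTI-MEM were exposed to compounds in concentration-response for 18-24 h at 37 deg C. Viability was read by CellTiter-Fluor fluorescence (Ex 405/Em 525) after 30 min, before the luciferase read.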
ATXN viability = viability counter-screen for ATXN expression inhibitors | Potency, µM (series often up to 56.7 µM), usual class: cytotoxic | S2 cells (HEK-293 line with an ATXN2-luciferase reporter) viability, CellTiter-Fluor protease fluorescence, 24 h | hit rate 0.49% among 400,000; also: nearly all actives have a fitted effect of over 40% in size
EPAC2 antagonist = EPAC2 (human) antagonism. EPAC2 GEF exchange of Rap1B-BODIPY-GDP, fluorescence. Potency, µM (doses to about 114 µM), for the others: top-dose activity, negative = inhibition, actives largely listed as inhibitors. hit rate 0.18% among 360,000. AID 720708; also: % is scaled to controls: 0 for no effect and ±100 for the full control effect; nearly all actives have a fitted effect of over 45% in size; many of its hits are not listed in these tables
Target sequence (Q8WZA2 whole entry, looked up): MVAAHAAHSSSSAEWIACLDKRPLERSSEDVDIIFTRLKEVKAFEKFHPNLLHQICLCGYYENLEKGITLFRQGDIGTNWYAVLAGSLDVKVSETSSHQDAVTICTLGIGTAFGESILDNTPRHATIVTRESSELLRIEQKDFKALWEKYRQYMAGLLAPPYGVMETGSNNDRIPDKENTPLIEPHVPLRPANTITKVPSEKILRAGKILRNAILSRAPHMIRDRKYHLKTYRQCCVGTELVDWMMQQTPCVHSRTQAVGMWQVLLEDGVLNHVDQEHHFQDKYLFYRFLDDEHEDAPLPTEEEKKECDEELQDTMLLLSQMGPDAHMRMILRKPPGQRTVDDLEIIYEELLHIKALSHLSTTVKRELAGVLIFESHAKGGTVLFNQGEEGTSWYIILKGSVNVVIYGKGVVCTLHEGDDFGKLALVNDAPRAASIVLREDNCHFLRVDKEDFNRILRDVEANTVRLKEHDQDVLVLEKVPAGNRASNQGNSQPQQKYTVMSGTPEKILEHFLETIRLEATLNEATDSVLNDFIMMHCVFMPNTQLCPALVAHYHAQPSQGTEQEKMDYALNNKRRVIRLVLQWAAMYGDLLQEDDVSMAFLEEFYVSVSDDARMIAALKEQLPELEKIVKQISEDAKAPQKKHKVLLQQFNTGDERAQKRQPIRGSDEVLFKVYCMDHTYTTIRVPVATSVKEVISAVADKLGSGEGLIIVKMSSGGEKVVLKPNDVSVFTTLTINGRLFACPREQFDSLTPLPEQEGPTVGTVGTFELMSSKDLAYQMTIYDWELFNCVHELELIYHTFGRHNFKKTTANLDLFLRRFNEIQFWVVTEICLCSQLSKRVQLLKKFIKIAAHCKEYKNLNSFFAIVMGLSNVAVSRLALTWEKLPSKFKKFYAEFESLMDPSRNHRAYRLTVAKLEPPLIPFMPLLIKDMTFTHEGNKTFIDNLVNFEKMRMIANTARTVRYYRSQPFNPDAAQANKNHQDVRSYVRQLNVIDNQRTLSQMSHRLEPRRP
TGFb inhibitor = inhibitors of TGF-b signaling; HepG2 CAGA-GFP TGF-b/SMAD3 reporter, GFP fluorescence, 18 h; TGF-beta stimulated, 500 pg/mL final; hit rate 1.2% among 410,000; Potency, µM (titrated, usually from 46.1 µM), without a hit: at the highest dose activity, negative = inhibition, hits mostly inhibitors; also: % is scaled to controls: 0 for no effect and ±100 for the full control effect; nearly all actives have a fitted effect of over 65% in size
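HEPG2 CAGA-GFP, 1000 cells/well; 2 h settle, 37 C; cpd via pin tool; TGF-b 500 pg/mL final; 18 h, 37 C; GFP imaging ex488/em500-530; %Activity normalised to -TGF-b and +DMSO controls; CRC fit, curve class.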
The depositor's hits bear a star; i = inactive; ? = inconclusive; . = not tested or not shown; [ ] = another dose, or the depositor's remark. Calls follow the shape of the dose curve; as a rule, active = well fitted curve in the direction sought with a large enough effect; inconclusive = small, poorly fitted or top-dose-only effect, or another doubt; inactive = no such curve, though single readings can be large; an effect the other way counts as inactive or inconclusive. Potency is read from the fitted curve at half-maximal effect. An excerpt. The share of hits here may be higher or lower than overall.

Values run as follows: HepG2 viability	Nrf2 inh	MCF10A rereplic	ATXN2 expr inh	Nrf2 activator	A549 viability	ATXN viability	EPAC2 antagonist	TGFb inhibitor
Cc1cc(C)nc(/N=C(\N)Nc2ccc(S(=O)(=O)Nc3nccc(C)n3)cc2)n1
    -7%	1%	-11%	-11%	-0.1%	-5%	i	3%	1%
NNc1ncnc2sc3c(c12)CCC3
    -49%	4%	?	?	-0.2%	2%	.	-2%	?
CNC(=S)N/N=C/c1cc(Br)c(OCc2ccncc2)c(OC)c1
    -2%	?	2%	.	-0.3%	-4%	?	5%	-10%
Cc1ccc(CCNC(=O)CN2C(=O)CSc3ccc(S(=O)(=O)N4CCOCC4)cc32)cc1
    5%	.	.	.	-0.4%	.	i	3%	9%
CCCCCCN1C[C@H](O)[C@@H](n2cc(C3CC3)nn2)C[C@@H]1c1ccc(Cl)cc1
    -34%	.	.	-8%	-0.5%	.	?	2%	-27%
Cc1cc(S(=O)(=O)N2CCC3(CC2)OCCO3)c(C)cc1Cl
    29%	-11%	8%	-6%	3.0%	?	i	-2%	11%
O=C(Cn1ccc([N+](=O)[O-])n1)NCc1cccs1
    1%	-8%	3%	1%	0.3%	-12%	i	8%	20%
CCNC(=S)NNC(=O)C(c1ccccc1)c1ccccc1
    -10%	5%	-3%	-5%	0.1%	-2%	i	-1%	-11%
Cc1ccc(C(=O)C(C(=O)/C=C/c2ccccc2)=C2SCCCS2)cc1
    -83%	26µM*	21µM*	13µM*	-1.4%	?	.	-2%	-20%
COc1cccc(CNC(=O)Cc2ccc(NC(=O)C3=C(C)OCCS3)cc2)c1
    -6%	-18%	5%	3%	2.8%	-8%	i	-3%	13%
CC(OC(=O)c1cccc(S(=O)(=O)N2CCCC2)c1)C(=O)c1ccccc1 (centres undefined)
    -6%	2%	-3%	-1%	-0.4%	-8%	i	2%	-2%
Cc1ccc2c(c1)N(CC(=O)NCCc1c[nH]c3ccccc13)C(=O)CO2
    9%	22%	5%	11%	0.2%	-4%	i	2%	-3%
CC1CC(C)CN(C(=O)COc2ccc([N+](=O)[O-])cc2Cl)C1 (centres undefined)
    -21%	-20%	?	-26%	0.3%	-2%	i	-13%	-19%
Cc1[nH]c(C)c(S(=O)(=O)N2CCN(c3cccc(Cl)c3)CC2)c1C(=O)N1CCCCC1
    -28%	-11%	-5%	.	-1.4%	-6%	i	5%	-10%
CC(C)(C)OC(=O)N1CCC(C(=O)N[C@@H](Cc2c[nH]c3ccccc23)C(=O)O)CC1
    -13%	-10%	6%	-7%	-2.0%	-6%	i	-18%	3%
CCOC(=O)N1CCN(C(=O)c2ccc3nc4cc(Cl)ccc4c(=O)n3c2)CC1
    0%	-20%	1%	-2%	-0.1%	5%	i	-7%	?
CCOC(=O)C(CO)NC(=O)C1(NC(C)=O)CCCC1 (centres undefined)
    10%	-2%	0%	1%	4.2%	-2%	i	2%	42%[activator]
Cc1ccc(S(=O)(=O)N2CCCCC2)cc1NC(=O)c1cccs1
    -9%	?	6%	-9%	-0.7%	0%	i	5%	-24%
CC(C)(C)OC(=O)N[C@@H](Cc1ccccc1)C(=O)NCC1CCC(C(=O)N[C@@H](CCC(N)=O)C(=O)O)CC1 (some centres undefined)
    3%	6%	-1%	0%	0.5%	7%	i	2%	-6%
Cc1ccc(C)c(NC(=O)c2ccc(CN3CC(=O)N4CCCCC4C3=O)cc2)c1 (centres undefined)
    6%	-10%	.	.	-0.8%	4%	.	.	-17%
COCC(C)NC(=O)CCc1nnc(C2(c3ccc(Cl)cc3)CCC2)o1 (centres undefined)
    0%	?	-9%	52%[activator]	1.0%	0%	i	5%	4%
O=C(NCc1ccccc1OC(F)(F)F)C1CCC(=O)N(C2CC2)C1 (centres undefined)
    29%	2%	2%	9%	0.1%	-8%	i	11%	21%
COC(=O)[C@@H]1Cc2c([nH]c3ccccc23)C(C)(C)N1C(=O)CCl
    -71%	-14%	18µM*	?	10µM*	-7%	?	-12%	?
CCCOc1ccc(NC(=O)CNC(=O)c2cc(OC)cc(OC)c2)cc1OCCC
    -55%	?	11%	.	-0.2%	-6%	i	?	?
CCC(=O)Nc1nnc(-c2ccc(OC)cc2)o1
    -21%	-5%	3%	8%	-0.7%	7%	i	-1%	-6%
Cc1ccc(Oc2nc3c(c(=O)n(Cc4ccccc4Cl)c(=O)n3C)n2C)cc1C
    -21%	-2%	.	1%	-0.5%	-3%	i	.	-10%
Cc1ccc(S(=O)(=O)N(CC(=O)Nc2cccc(N(C)S(C)(=O)=O)c2)c2ccc(Cl)c(Cl)c2)cc1
    -36%	?	-13%	-22%	2.9%	-15%	i	-9%	?
O=C(CSc1ncnc2sc3c(c12)CCCC3)c1ccco1
    -31%	.	?	51%[activator]	?	17%	i	-1%	0%
NS(=O)(=O)c1ccc(CNC(=S)NCc2ccc(F)cc2)cc1
    1%	-6%	0%	2%	0.0%	3%	i	0%	-19%
OCCN1CCN(c2ncnc3nc[nH]c23)CC1
    1%	12%	-9%	-1%	-0.3%	-7%	i	3%	-4%

Part of the list above, field by field.
> CCC(=O)Nc1nnc(-c2ccc(OC)cc2)o1
  HepG2 viability = -21%; Nrf2 inh = -5%; MCF10A rereplic = 3%; ATXN2 expr inh = 8%; Nrf2 activator = -0.7%; A549 viability = 7%; ATXN viability = i; EPAC2 antagonist = -1%; TGFb inhibitor = -6%

> Cc1ccc(Oc2nc3c(c(=O)n(Cc4ccccc4Cl)c(=O)n3C)n2C)cc1C
  HepG2 viability = -21%; Nrf2 inh = -2%; MCF10A rereplic = .; ATXN2 expr inh = 1%; Nrf2 activator = -0.5%; A549 viability = -3%; ATXN viability = i; EPAC2 antagonist = .; TGFb inhibitor = -10%

> Cc1ccc(S(=O)(=O)N(CC(=O)Nc2cccc(N(C)S(C)(=O)=O)c2)c2ccc(Cl)c(Cl)c2)cc1
  HepG2 viability = -36%; Nrf2 inh = ?; MCF10A rereplic = -13%; ATXN2 expr inh = -22%; Nrf2 activator = 2.9%; A549 viability = -15%; ATXN viability = i; EPAC2 antagonist = -9%; TGFb inhibitor = ?

A draw from above in order of length of the SMILES, smallest number first:
Values run as follows: HepG2 viability	Nrf2 inh	MCF10A rereplic	ATXN2 expr inh	Nrf2 activator	A549 viability	ATXN viability	EPAC2 antagonist	TGFb inhibitor
NNc1ncnc2sc3c(c12)CCC3
    -49%	4%	?	?	-0.2%	2%	.	-2%	?
Cc1ccc(C(=O)C(C(=O)/C=C/c2ccccc2)=C2SCCCS2)cc1
    -83%	26µM*	21µM*	13µM*	-1.4%	?	.	-2%	-20%
COC(=O)[C@@H]1Cc2c([nH]c3ccccc23)C(C)(C)N1C(=O)CCl
    -71%	-14%	18µM*	?	10µM*	-7%	?	-12%	?
CCCCCCN1C[C@H](O)[C@@H](n2cc(C3CC3)nn2)C[C@@H]1c1ccc(Cl)cc1
    -34%	.	.	-8%	-0.5%	.	?	2%	-27%
CC(C)(C)OC(=O)N[C@@H](Cc1ccccc1)C(=O)NCC1CCC(C(=O)N[C@@H](CCC(N)=O)C(=O)O)CC1 (some centres undefined)
    3%	6%	-1%	0%	0.5%	7%	i	2%	-6%

Next compounds follow:
Abbreviations – A = HepG2 viability; B = Nrf2 inh; C = MCF10A rereplic; D = ATXN2 expr inh; E = Nrf2 activator; F = A549 viability; G = ATXN viability; H = EPAC2 antagonist; I = TGFb inhibitor
COc1ccc(S(=O)(=O)N(Cc2ccccc2)Cc2nc(-c3ccccc3)no2)cc1
  A = -2%	B = .	C = -2%	D = -19%	E = 0.5%	F = 12%	G = i	H = 5%	I = 3%
CN(C(=O)CCN1C(=O)c2ccccc2C1=O)C1CCCCC1
  A = 2%	B = -18%	C = -9%	D = 1%	E = -0.2%	F = 0%	G = i	H = -4%	I = 2%
CCC(=O)NC(=S)Nc1ccc(S(=O)(=O)NC(C)C)cc1
  A = -14%	B = .	C = -15%	D = -8%	E = -0.2%	F = -2%	G = i	H = 9%	I = -5%
COc1ccc(/C=C/C(=O)NC(=S)NCCc2ccc(OC)c(OC)c2)cc1
  A = 6.3µM*	B = 7.3µM*	C = ?	D = ?	E = -0.7%	F = ?	G = ?	H = -4%	I = 5.6µM*
O=CNc1ccccc1Oc1ccccc1
  A = 16%	B = 5%	C = -5%	D = 2%	E = -0.6%	F = -8%	G = i	H = 11%	I = -16%
COc1ccc(NC(=O)/C(=C/c2cccnc2)NC(=O)c2cccs2)cc1
  A = 10%	B = 17%	C = -5%	D = 3%	E = 0.0%	F = 5%	G = i	H = -2%	I = 1%
CCOC(=O)CSc1nnc(CCCCCN2C(=O)c3cccc4cccc(c34)C2=O)o1
  A = 19%	B = 6%	C = 11%	D = .	E = -0.1%	F = 0%	G = ?	H = 0%[57.1 µM]	I = -1%
CCOC(=O)Cc1csc(NC(=O)Nc2ccc(F)cc2)n1
  A = -3%	B = -27%	C = -1%	D = 5%	E = 2.8%	F = 1%	G = ?	H = 0%	I = 4%
CCN(CC)c1ccc(-c2nn3c(-c4ccccc4OC)nnc3s2)cc1
  A = -46%	B = 9%	C = ?	D = ?	E = 4.4%	F = ?	G = ?	H = 4%	I = ?
COc1ccc(Cn2c(O)c(C=Nc3ccccc3C(=O)O)c3ccccc3c2=O)cc1
  A = 14%	B = ?	C = ?	D = -8%	E = -0.1%	F = ?	G = ?	H = ?	I = -18%
CC1(C)CC2CC(C)(CN2C(=O)c2cccs2)C1 (centres undefined)
  A = -23%	B = 7%	C = 17%	D = -6%	E = -0.8%	F = 0%	G = i	H = -2%	I = 0%
Nc1c(C(=O)CSc2nncn2-c2ccccc2)c(=O)[nH]c(=O)n1C1CC1
  A = 17%	B = 1%	C = 1%	D = -1%	E = -0.8%	F = -1%	G = i	H = -2%	I = 15%

Source: PubChem BioAssay (National Center for Advancing Translational Sciences (NCATS))
